High-throughput results deposited in PubChem BioAssay by National Center for Advancing Translational Sciences (NCATS).
Anesthetic bind – qHTS Assay for Identification of Novel General Anesthetics; Ferritin light chain (Equus caballus), P02791; apoferritin/1-aminoanthracene competitive binding, fluorescence; Potency, µM (titrated, usually from 77.5 µM), for inactives: top-dose activity change, negative = displacement, usual class: inhibitors; 350,000 compounds, 0.074% hits; also: % is scaled to controls: 0 for no effect and ±100 for the full control effect; nearly all actives have a fitted effect of over 20% in size
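Concentration-response curves derived by four-parameter Hill fitting of normalized fluorescence, where compounds displaced 1-AMA from 10 uM horse apoferritin following a brief 10 min room-temperature incubation; propofol titration acted as positive control.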
POLB inh – qHTS Assay for Inhibitors of DNA Polymerase Beta. P06746. Potency, µM (top dose mostly 114 µM), for the others: at the highest dose activity change, negative = inhibition, usual class: inhibitors. Pol beta primer extension/strand displacement, fluorescence kinetic. 340,000 compounds, 1.3% hits. AID 485314, 2010; also: % is scaled to controls: 0 for no effect and ±100 for the full control effect
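Pol beta (10 nM) was preincubated with compound for 15 min at room temperature. The reaction was then started with 50 nM substrate and read immediately and after a further 10 min at room temperature.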
APEX1 inh – qHTS Assay for Inhibitors of the Human Apurinic/apyrimidinic Endonuclease 1 (APE1); DNA repair nuclease/redox regulator APEX1 (Homo sapiens), P27695; recombinant APE1, TAMRA/BHQ-2 abasic DNA cleavage fluorescence; Potency, µM (highest dose often 65.8 µM), for the others: at the highest dose activity change, negative = inhibition, usual class: inhibitors; 350,000 compounds, 0.35% hits; AID 2517, 2012;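 also: plate controls were vehicle for no effect and reference inhibitor for full effect; nearly all actives have a fitted effect of over 55% in size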
Target sequence (P27695 whole entry, looked up): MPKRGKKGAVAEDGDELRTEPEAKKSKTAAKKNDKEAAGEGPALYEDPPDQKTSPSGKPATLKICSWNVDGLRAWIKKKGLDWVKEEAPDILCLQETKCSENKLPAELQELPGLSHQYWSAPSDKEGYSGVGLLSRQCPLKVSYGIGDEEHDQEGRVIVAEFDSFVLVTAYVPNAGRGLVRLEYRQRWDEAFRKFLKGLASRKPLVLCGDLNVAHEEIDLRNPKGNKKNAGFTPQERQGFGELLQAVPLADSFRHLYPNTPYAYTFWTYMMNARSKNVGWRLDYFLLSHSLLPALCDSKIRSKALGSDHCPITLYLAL
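APE1 at 0.75 nM preincubated 15 min at room temperature with compound. Reaction then started with 50 nM double-stranded THF-abasic substrate labelled with TAMRA/BHQ-2, and 525/598 nm fluorescence read kinetically. Activity taken as third-minus-first read difference, normalized to DMSO and NSC13755 controls.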
POLK inh – qHTS for Inhibitors of Polymerase Kappa; purified Pol kappa, fluorescent DNA synthesis assay, 10 min; AID 588579, 2011; 400,000 compounds, 0.53% hits; Potency, µM (titrated, usually from 107 µM), for the others: at the highest dose activity, negative = inhibition, most hits filed as inhibitors; DNA polymerase kappa (Homo sapiens), Q9UBT6; also: % is scaled to controls: 0 for no effect and ±100 for the full control effect
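10 nM Pol kappa preincubated 15 min at room temperature with compounds, then reaction started with substrate at 50 nM final. Fluorescence read kinetically at 0 and 10 min; buffer-only wells served as negative control.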
POLI inh – qHTS for Inhibitors of Polymerase Iota | Pol iota fluorescent replication assay, 10 min | Potency, µM (top dose mostly 115 µM), without a hit: at the highest dose activity, negative = inhibition, hits mostly inhibitors | 390,000 compounds, 1% hits | AID 588590, 2011
Target sequence (Q9UNA4 whole entry, looked up): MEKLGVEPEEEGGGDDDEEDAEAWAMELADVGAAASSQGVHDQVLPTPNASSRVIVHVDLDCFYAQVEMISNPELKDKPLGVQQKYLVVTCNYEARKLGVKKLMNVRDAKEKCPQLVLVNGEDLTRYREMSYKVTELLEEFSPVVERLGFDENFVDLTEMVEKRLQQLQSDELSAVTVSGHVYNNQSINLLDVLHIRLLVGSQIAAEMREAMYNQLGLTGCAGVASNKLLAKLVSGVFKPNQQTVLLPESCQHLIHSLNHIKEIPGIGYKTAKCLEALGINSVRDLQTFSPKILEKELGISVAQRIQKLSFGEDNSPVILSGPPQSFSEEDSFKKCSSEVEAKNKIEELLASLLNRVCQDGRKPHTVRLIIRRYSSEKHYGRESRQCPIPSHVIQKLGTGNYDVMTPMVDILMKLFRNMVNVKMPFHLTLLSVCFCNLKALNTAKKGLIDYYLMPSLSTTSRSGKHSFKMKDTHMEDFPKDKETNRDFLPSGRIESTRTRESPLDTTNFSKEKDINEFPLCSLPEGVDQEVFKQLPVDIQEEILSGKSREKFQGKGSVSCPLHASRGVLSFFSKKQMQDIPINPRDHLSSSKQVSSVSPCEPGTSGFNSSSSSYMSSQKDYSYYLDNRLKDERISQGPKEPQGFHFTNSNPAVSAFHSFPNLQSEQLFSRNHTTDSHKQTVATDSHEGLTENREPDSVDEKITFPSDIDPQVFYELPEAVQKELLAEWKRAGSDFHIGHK
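Pol iota at 10 nM preincubated 15 min with compounds at room temperature; reaction started with fluorescent substrate, 50 nM final. Fluorescence read kinetically at 0 and 10 min; buffer-only wells as negative control.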
G9a block – qHTS Assay for Inhibitors of Histone Lysine Methyltransferase G9a. Histone-lysine N-methyltransferase EHMT2 (Homo sapiens), Q96KQ7. G9a H3K9 monomethylation, AlphaScreen, 2 h. Potency, µM (top dose mostly 102 µM), for inactives: at the highest dose activity, negative = inhibition, hits mostly inhibitors. 350,000 compounds, 8.8% hits. AID 504332, 2011; also: % is scaled to controls: 0 for no effect and ±100 for the full control effect; nearly all actives have a fitted effect of over 75% in size
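AlphaScreen read-out: biotin-H3K9 peptide (500 nM) methylation by 20 nM enzyme with 20 uM SAM, 2 h at room temperature after 15 min compound preincubation; anti-monomethyl H3K9 antibody plus donor/acceptor beads, 10 min dark.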
Pol eta inh – qHTS for Inhibitors of Polymerase Eta; DNA polymerase eta (Homo sapiens), Q9Y253; recombinant Pol eta, fluorescent DNA replication assay; Potency, µM (series often up to 114 µM), without a hit: at the top dose activity change, negative = inhibition, hits mostly inhibitors; 390,000 compounds, 1.2% hits; also: % is scaled to controls: 0 for no effect and ±100 for the full control effect
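Pol eta (10 nM) was preincubated with compounds for 15 min at room temperature, after which fluorescent replication substrate (50 nM final) was added to start the reaction. Fluorescence was read kinetically at 0 and 10 min.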
BLM helicase inh – qHTS Assay for Inhibitors of Bloom's syndrome helicase (BLM); AID 2528, 2010; recombinant BLM DNA unwinding, fluorescence dequenching; Potency, µM (series often up to 56.1 µM), for the others: at the top dose activity change, negative = inhibition, usual class: inhibitors; 350,000 compounds, 0.2% hits; RecQ-like DNA helicase BLM (Homo sapiens), P54132;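 also: plate controls were vehicle for no effect and no enzyme for full effect; nearly all actives have a fitted effect of over 35% in size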
BAZ2B block – qHTS Assay for Inhibitors of BAZ2B. 360,000 compounds, 4.4% hits. AlphaScreen BAZ2B-H3K14Ac peptide displacement. Potency, µM (series often up to 114 µM), without a hit: at the top dose activity change, negative = inhibition, hits mostly inhibitors; also: % is scaled to controls: 0 for no effect and ±100 for the full control effect; nearly all actives have a fitted effect of over 60% in size
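BAZ2B (50 nM) with biotin-H3(5-23)K14Ac peptide (50 nM) in PBS pH 7.4, 0.01% Tween-20, preformed 30 min, then compound 30 min at room temperature; top concentration 110uM. AlphaScreen streptavidin donor/nickel chelate acceptor beads (10 ug/mL final), 20 min dark, signal read.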
An asterisk follows results filed as active; ? = inconclusive; nt = no result given; [ ] = dose if it differs, or a comment. Calls follow the shape of the dose curve; as a rule, active = well fitted curve in the direction sought with a large enough effect; inconclusive = small, poorly fitted or top-dose-only effect, or another doubt; inactive = no such curve, though single readings can be large; an effect the other way counts as inactive or inconclusive. Potency is read from the fitted curve at half-maximal effect. Only part of the results is shown; count on the stated rates, not on these rows.

SMILES	Anesthetic bind	POLB inh	APEX1 inh	POLK inh	POLI inh	G9a block	Pol eta inh	BLM helicase inh	BAZ2B block
COc1ccc(NC(=O)c2cccn2-c2nnc(N3CCCCC3)s2)cc1	-7%	0%	nt	-2%	?	-24%[59 µM]	-18%	2%	-23%
O=C(COc1ccccc1Cl)NCc1ccco1	-8%	-10%	-1%	-3%	6%	-12%	7%	2%	1%
Cc1cccc(C)c1NS(=O)(=O)c1ccc(-c2cnc(C3CC3)o2)cc1	-9%	-14%	46%[activator]	-8%	41%[activator]	-7%	-22%	-10%	-36%
COc1ccc(OC)c(NC(=O)NCCCCc2ccccc2)c1	-13%	49%	13%	-15%	11%	nt	-7%	-10%	-26%
O=C(NC(=S)N1CCN(c2ccc(O)cc2)CC1)c1ccco1	nt	nt	15%	2%	-6%	nt	-4%	nt	nt
Cc1noc(C(=O)Nc2cccnc2Cl)c1Cl	-9%	3%	2%	8%	9%	32%	-13%	-6%	-1%
COc1ccc(NC(=O)C2CC(=O)OC2c2ccccc2)cc1 (configuration not stated)	-5%	2%	3%	-18%	20%	-9%[59 µM]	-9%	-1%	3%
CN(CC(=O)Nc1cccc2ccccc12)C(=O)c1ccc(NC(=O)CC#N)cc1	nt	nt	-8%	-3%	39%[activator]	nt	-22%	nt	nt
CCCCN(CC)CCCNC(=O)c1ccc(CS(=O)(=O)c2c(Cl)cccc2Cl)o1	-15%	8%	12%	6%	0%	9%	-14%	3%	-15%
N#Cc1c(C(F)(F)F)cc(-c2ccc(Cl)cc2)[nH]c1=O	131%[activator]	-2%	-5%	-12%	11%	7%[59 µM]	-6%	-2%	29%
CN1C(=O)NC(c2cccc([N+](=O)[O-])c2)C2=C1CC(C)(C)CC2=O (configuration not stated)	-5%	-14%	6%	5%	16%	4%	-10%	-3%	-11%
CCOC(=O)c1cc(CC)sc1NC(=O)C1CC(=O)NN1Cc1ccccc1 (configuration not stated)	?	-21%[57.1 µM]	0%	-6%	96%[activator]	-49%	-17%	-12%	-22%

Compound profiles, as listed above. Order of values: Anesthetic bind | POLB inh | APEX1 inh | POLK inh | POLI inh | G9a block | Pol eta inh | BLM helicase inh | BAZ2B block
Listed for `Cc1noc(C(=O)Nc2cccnc2Cl)c1Cl` : -9% | 3% | 2% | 8% | 9% | 32% | -13% | -6% | -1%
Listed for `COc1ccc(NC(=O)C2CC(=O)OC2c2ccccc2)cc1` (configuration not stated) : -5% | 2% | 3% | -18% | 20% | -9%[59 µM] | -9% | -1% | 3%
Listed for `CCCCN(CC)CCCNC(=O)c1ccc(CS(=O)(=O)c2c(Cl)cccc2Cl)o1` : -15% | 8% | 12% | 6% | 0% | 9% | -14% | 3% | -15%
Listed for `O=C(COc1ccccc1Cl)NCc1ccco1` : -8% | -10% | -1% | -3% | 6% | -12% | 7% | 2% | 1%

Next section:
SMILES	Anesthetic bind	POLB inh	APEX1 inh	POLK inh	POLI inh	G9a block	Pol eta inh	BLM helicase inh	BAZ2B block
COc1ccc(CC(=O)Nc2cccc(-c3ccc4nnc(C)n4n3)c2)cc1OC	-11%	25%	0%	0%	76%[activator]	15%	3%	-9%	6%
COc1ccc(C(=O)O)cc1S(=O)(=O)Nc1ccccc1Cc1ccccc1	2%	-2%	46%[activator]	4%	97%[activator]	-47%	-20%	1%	-18%
COC(=O)c1ccc(CS(=O)(=O)c2ccc(F)cc2)o1	-3%	35µM*	4%	?	-76%	71µM*	22µM*	0%	-26%
Cc1oc2c(c(C)cc3oc(=O)c(CC(=O)NCc4ccccc4)c(C)c32)c1C	-4%	7%	nt	-4%	16%	4%[59 µM]	-5%	0%	-1%
COc1ccccc1NC(=O)Cc1csc(NC(=O)c2ccccc2)n1	-15%	16%	1%	-15%	-22%	-31%	-9%	-10%	?
O=C(Nc1ccccc1)OCCOc1ccc(Br)cc1	-2%	1%	34%	2%	-9%	82%[activator]	0%	-3%	-4%
COc1ccc(-c2ccc(NS(=O)(=O)c3ccc(OC)c(OC)c3)cc2)nn1	-23%	-26%	nt	-8%[60.1 µM]	1%	-5%[59 µM]	-9%	3%	0%
Clc1ccccc1C1SCC2Nc3ccccc3CN21 (configuration not stated)	?	10%	-6%	-9%	?	-43%	-2%	-10%	?
Cc1cccc(N(C(=O)Cn2nnc3ccccc32)C(C(=O)NCc2ccco2)c2ccncc2)c1C (configuration not stated)	-8%	-13%	18%	-6%	-14%	-2%[59 µM]	-15%	-4%	-7%
COCCCN(C(=S)NC(=O)c1ccc(C(C)(C)C)cc1)c1c(N)n(Cc2ccccc2)c(=O)[nH]c1=O	-4%	2%	3%	-19%	7%	15%[59 µM]	-10%	2%	-11%
COc1ccc(C)cc1NC(=O)CSc1nc(=O)n(Cc2cccnc2)c2c1CCC2	-13%	1%	nt	-10%[60.1 µM]	6%	18%[59 µM]	-18%	4%	-5%
CC(=O)N[C@H]1[C@@H](O[C@@H](C)C(=O)O)[C@H](O)[C@H](CO)O[C@@H]1O	-6%[29.3 µM]	nt	2%[21 µM]	-4%[12 µM]	nt	18%[21.5 µM]	nt	1%[21.4 µM]	nt
Cc1c(Cl)cccc1NC(=O)CCN1CCN(C)CC1	4%	0%	1%	11%	-19%	-3%	-5%	2%	5%
C[C@@H]1CN([C@@H](C)CO)C(=O)c2cccc(NC(=O)Nc3ccc(F)cc3)c2O[C@@H]1CN(C)Cc1ccc(Oc2ccccc2)cc1	nt	nt	-14%	1%	-23%	nt	-22%	nt	nt
O=C(CCCOc1ccc(Cl)cc1Cl)NCc1ccncc1	?	0%	7%	-18%	33%[activator]	2%	-1%	-8%	-8%
CCOC(=O)c1cc(S(=O)(=O)NCCc2ccc(OC)c(OC)c2)cn1C	-2%	26%	10%	-7%	13%	-1%	-16%	-1%	-14%
O=C1NC(c2ccco2)Nc2sc3c(c21)CCN(Cc1ccccc1)C3 (configuration not stated)	51%[activator]	-26%	3%	-11%	?	28µM*	6%	5%	?
O=C(O)CCC(=O)OC1CC2CCC1C2 (configuration not stated)	-7%	28%	20%	2%	1%	-26%	-12%	-4%	-1%
Cc1ccc(NC(=O)c2ccccn2)cc1S(=O)(=O)N1CCOCC1	-6%	3%	-3%	-1%	44%[activator]	3%	-4%	-7%	?
CCc1cc(C(=O)O)c(NC(=O)C(c2ccccc2)c2ccccc2)s1	-11%	-14%	-1%	-3%	?	-9%[59 µM]	-12%	1%	-34%
Cc1c(NC(=O)COC(=O)Cc2ccc(Cl)cc2)c(=O)n(-c2ccccc2)n1C	-10%	-1%	-2%	0%	-22%[58.9 µM]	2%	-3%	-1%	-1%
CC(C)c1noc(-c2ccccc2OCC(=O)Nc2ccc([N+](=O)[O-])cc2)n1	-10%	2%	nt	-12%	36%[activator]	?	-13%	1%	-11%
CCOC(=O)c1c(C)[n+]([O-])c2ccc3c(non3O)c12	-6%	0%	-5%	0%	1%	?	-16%	-2%	?
CC(C)(C)OC(=O)C(C)(C)Sc1nnc(N)s1	3%	3%	0%	6%	15%	4%	-20%	-6%	6%
CCc1ccc(NC(=O)CN2C(=O)CSC2=O)cc1	-1%	5%	-4%	-3%	-3%	11%[59 µM]	-8%	2%	1%
CN(CC(=O)NCc1ccc(Cl)cc1)S(=O)(=O)c1cccc2cccnc12	-16%	0%	4%	-4%	0%	12%	-4%	-1%	-5%
CC1CCCCN1S(=O)(=O)c1ccc(C(=O)Nc2ccccc2-c2nc3ccccc3s2)cc1 (configuration not stated)	-1%	-18%	1%	1%	-12%	6%	-4%	4%	-4%
Cc1noc(C)c1CSCC(=O)N1CCN(c2ccc([N+](=O)[O-])cc2)CC1	?	1%	2%	-4%	1%	-11%	-14%	1%	-7%
COC(=O)Cc1c(O)ccn(CCc2ccc(OC)c(OC)c2)c1=O	-5%	0%	7%	-4%	199%[activator]	2%[59 µM]	-13%	1%	2%
COc1ccc(CC(CC(=O)O)C(=O)Nc2ccc(OC)cc2)cc1 (configuration not stated)	-8%	19%	0%	-2%	28%	-49%	-18%	-1%	-28%
Nc1ccc(Nc2ccncc2[N+](=O)[O-])cc1	-18%	41%	-2%	-12%	-15%	-8%[12.7 µM]	-4%	-2%	?
CCOC(=O)C1CCN(C(=O)C2CCN(C(=O)c3ccc([N+](=O)[O-])cc3)CC2)CC1	-7%	30%	25%	-4%	13%	51%[activator]	-6%	-1%	-20%
Cc1ccc(C(=O)Nc2cccc(C(=O)O)c2)cc1S(=O)(=O)N1CCCC1	5%	2%	nt	-6%	6%	13%[59 µM]	1%	-9%	4%
COc1ccc(NC(=O)c2cc3n(n2)C(C(F)(F)F)CC(c2ccc4c(c2)OCO4)N3)cc1OC (configuration not stated)	-16%	6%	-8%	-15%	-6%[58.9 µM]	28µM*	-7%	-24%	?
Nc1nc(-c2ccc(F)cc2)cc(C(F)(F)F)n1	-4%	-13%	2%	-6%	-9%	7%[12.7 µM]	-19%	-3%	-5%
COCCn1c(SCC(=O)NC2CCCCC2)nnc1-c1ccncc1	9%	51%	13%	-4%	29%	-10%	5%	1%	-10%
Cn1c(CNc2cccc(Cl)c2)nnc1SCC(=O)OC1CCCCC1	?	?	-2%	-6%	20%	?	-3%	-5%	-6%
COCCCNC(=O)c1ccc2c(=O)n(Cc3ccc4c(c3)OCO4)c(=S)[nH]c2c1	-14%	17%	-1%	-6%	4%	7%	-12%	-6%	-3%
N#Cc1ccc(N2Cc3ccccc3/C2=N/C(=O)Nc2ccc(Cl)cc2)cc1	-6%	-20%	3%	-19%	-3%	4%[59 µM]	-5%	-6%	-1%
COc1cc(/C=N/NC(=O)C2CC(=O)N(c3ccc(C)cc3)C2)cc(OC)c1OC (configuration not stated)	-9%	-1%	-7%	-10%	19%	12%	-19%	-3%	-23%
